Screens as filed in PubChem BioAssay.
Redox H2O2 prof: compounds producing H2O2 with reducing agent – biochemical, NIH compound library profiling, artefact control for MLSCN library redox annotation, primary screen; activation, % at 10 µM; AID 878, 2007; DTT-dependent redox cycling H2O2, phenol red/HRP absorbance; 100% = 100 µM peroxide control, 0% = buffer; 200,000 tested, 0.03% active;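 active = activation of at least 50% relative to the plate's high and low controls in the primary single-dose screen; inactive = activation below 50%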;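 note: compound incubated with DTT at 0.8 mM final as the reducing agent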
ROMK mod: ROMK potassium channel modulators, primary screen, cell-based, thallium flux, MLSMR library | 130,000 tested, 2% active | Tet-inducible ROMK, thallium flux fluorescence; actives lie on both sides | AID 1918, 2009 | B-score at 10 µM;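 active = signal ratio slope over the read window, or its plate-corrected B-score, at least 3 SD from the plate mean, either direction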;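 note: B-score of the F/F0 ratio slope over 7 to 12 s after thallium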
PPARg SRC-2 ag: agonists of PPARg-SRC-2 recruitment, primary screen, biochemical, HTS; Peroxisome proliferator-activated receptor gamma (Homo sapiens), P37231; 200,000 tested, 0.34% active; activation, % at 8 µM; PPARgamma LBD-SRC-2 recruitment; in the data active = activation above about 22%;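 note: 0% = vehicle and 100% = reference agonist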
Target sequence (P37231 whole entry, looked up, the tested form may be a part): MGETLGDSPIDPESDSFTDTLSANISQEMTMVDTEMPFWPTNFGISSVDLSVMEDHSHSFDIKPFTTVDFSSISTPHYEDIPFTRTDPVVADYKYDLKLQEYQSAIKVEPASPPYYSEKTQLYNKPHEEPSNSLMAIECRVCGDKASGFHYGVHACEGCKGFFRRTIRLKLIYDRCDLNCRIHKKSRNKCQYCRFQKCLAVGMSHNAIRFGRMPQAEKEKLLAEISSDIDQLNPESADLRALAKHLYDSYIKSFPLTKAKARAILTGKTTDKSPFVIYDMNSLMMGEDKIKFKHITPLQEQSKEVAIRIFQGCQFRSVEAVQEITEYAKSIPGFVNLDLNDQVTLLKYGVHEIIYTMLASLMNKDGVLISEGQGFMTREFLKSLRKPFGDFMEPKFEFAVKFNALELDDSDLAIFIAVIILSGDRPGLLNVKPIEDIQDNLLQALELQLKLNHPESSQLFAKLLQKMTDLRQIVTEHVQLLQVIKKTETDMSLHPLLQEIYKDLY
S1P3 antagonist: S1P3 receptor antagonists, primary screen, cell-based; AID 485, 2006; 170,000 tested, 0.27% active; CHO S1P3 NFAT-BLA reporter, FRET fluorescence, antagonist mode; Sphingosine 1-phosphate receptor 3 (Homo sapiens), Q99500; inhibition, % at 4.98 µM;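 active = inhibition above the plate cutoff, the mean inhibition of test wells on that plate plus 3 SD, cut at about 28% in these data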;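 note: cells challenged with S1P at its EC80 of 0.8 µM; blue over green emission ratio from cleaved BLA substrate after 4 h stimulation; 0% = S1P-stimulated wells and 100% = unstimulated DMSO-only wells; some compounds past the cut are filed as inactive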
Target sequence (Q99500 whole entry, looked up): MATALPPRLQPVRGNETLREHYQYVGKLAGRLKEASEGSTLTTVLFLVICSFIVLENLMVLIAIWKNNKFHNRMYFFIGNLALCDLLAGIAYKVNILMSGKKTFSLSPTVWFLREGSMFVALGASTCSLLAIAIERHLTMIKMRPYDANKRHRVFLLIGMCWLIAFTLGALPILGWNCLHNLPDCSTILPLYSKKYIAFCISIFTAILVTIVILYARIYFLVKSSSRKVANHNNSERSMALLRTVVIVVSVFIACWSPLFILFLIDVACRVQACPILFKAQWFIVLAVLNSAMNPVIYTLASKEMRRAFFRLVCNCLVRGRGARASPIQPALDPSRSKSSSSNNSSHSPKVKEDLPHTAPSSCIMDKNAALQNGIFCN
TR-FRET SRC-2 ct: TR-FRET signal artefacts, primary screen, artefact control for PPARgamma SRC-2 agonist project, biochemical; TR-FRET artefact counter-screen; stronger effect = higher value; TR-FRET ratio at 8 µM; 200,000 tested, 0.4% active; in the data active = TR-FRET ratio above about 2000; note: inactives centre near 1500
Lmaj promast: Leishmania major promastigote growth inhibition, primary screen; 200,000 tested, 9% active; Leishmania major promastigotes, resazurin fluorescence viability; AID 1063, 2008; inhibition, % at 10 µM; in the data active = inhibition above about 50%;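 note: promastigotes grown with compound for 44 hours at 28 °C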
RAM inhibit: inhibitors of the yeast RAM network, primary screen, dse1pr::URA3 reporter, 5-FOA selection | AID 868, 2007 | inhibition, % at 50 µM | 190,000 tested, 1.8% active | S. cerevisiae dse1pr::URA3 reporter, 5-FOA growth OD615, 2 d; analog-sensitive cbk1-as2 kinase mutant strain;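 active = inhibition above a set limit, 3 SD over mean compound inhibition, cut at about 8.4% in these data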;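 note: 0% = DMSO-only wells with no growth and 100% = 10 µM 1-NA-PP1 full growth; inhibition rescues growth on 5-FOA so higher OD means more RAM inhibition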
Efa HMGR inh: inhibitors of E. faecalis class II HMGR, primary screen, biochemical, Enterococcus faecalis; purified E. faecalis HMGR, NADPH absorbance 340 nm kinetic; inhibition, % at 10 µM; 190,000 tested, 0.41% active;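 active = inhibition above a set limit, the median over all tested compounds plus 3 SD, cut at about 9.5% in these data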;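 note: enzyme runs in reverse so mevalonate oxidation gives rising NADPH absorbance; 0% = complete reaction with DMSO and 100% = background rate lacking mevalonate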
PPARg SRC-1 ag: PPARgamma agonists recruiting SRC-1 coactivator, primary screen, biochemical; activation, % at 8 µM; 200,000 tested, 0.41% active; PPARgamma-SRC-1 coactivator recruitment biochemical assay; Peroxisome proliferator-activated receptor gamma (Homo sapiens), P37231; in the data active = activation above about 19%;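 note: 0% = DMSO and 100% = reference agonist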
bIAP inh: bovine intestinal alkaline phosphatase inhibitors, primary screen, selectivity assay for TNAP inhibitor project, biochemical, bovine IAP, CDP-star luminescence; alkaline phosphatase, intestinal [Bos taurus]; inhibition, % at 20 µM; purified bovine IAP, 30 min; AID 1019, 2008; 190,000 tested, under 10 active;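 active = over 50% inhibition of intestinal alkaline phosphatase at 20 µM in the single-dose screen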
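Assay system – bovine IAP enzyme · Quantity – bovine IAP at 1/65,000,000 final dilution · Detection – CDP-star luminescence signal · Times – 30 min reaction at room temperature · Also added – CDP-star substrate at 30 µM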
PPARg SRC3 recr: PPARgamma agonists recruiting SRC-3 coactivator, primary screen, biochemical. Peroxisome proliferator-activated receptor gamma (Homo sapiens), P37231. activation, % at 8 µM. AID 731, 2007. 200,000 tested, 0.26% active. biochemical PPARgamma/SRC-3 coactivator recruitment assay; in the data active = activation above about 23%;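 note: 0% = DMSO and 100% = reference agonist; some compounds past the cut are filed as inactive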
* = called active by the depositor; . = not tested or not shown.

SMILES	Redox H2O2 prof	ROMK mod	PPARg SRC-2 ag	S1P3 antagonist	TR-FRET SRC-2 ct	Lmaj promast	RAM inhibit	Efa HMGR inh	PPARg SRC-1 ag	bIAP inh	PPARg SRC3 recr
O=C(NN=C1CCCCC1)c1ccccc1OCc1ccc(F)cc1	-0.1	-0.11	-2	-2	1486	-4	0.8	-1	3	12	2
Cc1nn(Cc2ccccc2)c(Cl)c1/C=C/C(=O)OCC(=O)NC(C)C(C)C (stereo not drawn)	-0.5	0.39	5	-13	1664	-3	2.1	-5	1	-12	0
CCCCOc1ccc(C(=O)Nn2cnnc2)cc1	0.7	0.33	2	.	1554	-1	0.7	-3	1	4	-2
COC(=O)c1ccc(C(=O)OC)c(NC(=O)CSc2cccc[n+]2[O-])c1	2.5	.	-12	.	1314	98*	-1.2	2	2	10	6
Cc1ccc2nc(-c3ccc(SCC(=O)Nc4cc(C)on4)nc3)[nH]c2c1	1.1	0.74	6	2	1526	65*	1.4	-2	7	7	12
CCOc1ccc2[nH]c(=O)c(CN(Cc3ccco3)C(=O)c3ccc(Br)cc3)cc2c1	-2.6	.	0	4	1634	26	0.8	-1	2	-1	4
CCc1nc2ccc(C(=O)Nc3nnc(C)s3)cc2nc1CC	-0.2	0.98	-3	-3	1452	5	1.2	0	478*	6	2
CSc1nc(N(C)CCO)c2sc3nc(-c4ccco4)c4c(c3c2n1)CCC4	1.1	.	4	.	1446	-2	2.0	0	0	13	9
OCC1(Cc2cccc(Cl)c2)CCCN(Cc2ccc3cc(F)ccc3n2)C1 (stereo not drawn)	-1.2	-0.43	4	0	1651	55*	3.2	-3	-7	-26	3
CCNC(=O)n1nccc1C(C)Oc1ccccc1 (stereo not drawn)	-9.1	.	6	.	1608	-2	0.3	-2	-4	4	-1
O=C(NCCc1c[nH]c2ccccc12)C(=O)Nc1ccccc1	-2.0	-0.66	-2	-13	1555	-5	1.6	-11	11	10	-1
O=C1CC(C(=O)Nc2ccc(F)c(Cl)c2)N=C(N2CCCCC2)N1 (stereo not drawn)	1.2	.	-8	.	1372	14	1.8	-2	-1	4	1
COc1ccc(OC)c(C2C3=C(CCCC3=O)Nc3c2c(=O)n(C)c(=O)n3C)c1 (stereo not drawn)	0.0	.	1	-14	1421	1	-1.4	-7	4	-3	11
COC(=O)[C@H](CCSC)NC(=O)NCCc1ccccc1F	0.2	0.39	7	.	1636	-6	-0.3	-3	3	10	4
Cc1cc(C)nc(N2CCC(C(=O)NCc3cccc(C(F)(F)F)c3)CC2)n1	3.9	.	-3	-16	1632	0	3.9	-4	-1	9	-1
CCOC(=O)NC(=O)COC(=O)CNC(=O)c1ccc(OCC)c(OCC)c1	-1.8	-0.53	9	-5	1641	-5	3.6	0	-1	-5	4
CCSCCOC(=O)C1=C(C)NC(=O)NC1c1cccc(OC)c1OC (stereo not drawn)	-0.6	-0.76	-4	1	1453	1	2.0	-1	2	0	3
CCN(Cc1ccccc1)C(=O)C1CCN(CC2CC=CCC2)CC1 (stereo not drawn)	-0.7	-2	3	-14	1632	98*	0.0	4	4	-1	6
C(=N\n1cnnc1)/c1nc2ccccc2[nH]1	1.7	.	5	.	1661	12	1.2	3	-3	4	3
CCCOC1CCCN(Cc2nc(-c3cnccn3)no2)C1 (stereo not drawn)	0.9	0.037	-7	-5	1527	-2	0.0	0	-2	18	1
CCOc1ccc(OCC)c(NC(=O)C2CCCN(S(=O)(=O)c3c(C)n[nH]c3C)C2)c1 (stereo not drawn)	-0.8	.	5	11	1557	4	7.0	-4	5	-15	3
O=c1c2c(ncn1Cc1ccccc1)nc1n2CCC1	-0.1	.	-7	5	1413	-8	1.6	-3	6	3	-2
CC(C)OC(=O)c1ccc(S(N)(=O)=O)o1	0.3	1.9	4	-13	1590	7	2.3	-1	6	6	1
COc1ccc(CNC(=S)Nc2ccc(S(N)(=O)=O)cc2)cc1	-1.2	0.62	11	-2	1623	5	1.3	-2	1	-10	8
CCC(=O)Nc1ccc(Cl)c(NC(=O)C(C)C)c1	0.5	-0.46	-4	-46	1473	-5	-0.1	-7	-3	12	-2
Further entries follow:
SMILES	Redox H2O2 prof	ROMK mod	PPARg SRC-2 ag	S1P3 antagonist	TR-FRET SRC-2 ct	Lmaj promast	RAM inhibit	Efa HMGR inh	PPARg SRC-1 ag	bIAP inh	PPARg SRC3 recr
CC(=O)N1Cc2cc(N)ccc2Oc2ccccc21	-1.7	1.1	-2	-8	1639	-1	-1.5	-2	2	5	1
Cc1ccc(/C=C/C(=O)OCC(=O)NCCN2C(=O)CSC2=O)cc1	-0.9	0.029	-9	8	1345	-2	0.6	-8	2	4	1
COC(=O)c1cc(C(=O)NCCN2C(=O)S/C(=C\c3cccs3)C2=O)cc([N+](=O)[O-])c1	-0.1	-0.46	1	8	1390	27	2.1	-4	-8	-2	4
CCOc1ccc(-c2nc(C)sc2CC(=O)O)cc1	0.1	0.55	-2	.	1483	-4	4.2	-1	1	6	-3
CC(C)(C)NC(=O)CN(Cc1cccs1)C(=O)CCN1CCc2ccccc21	-0.1	-0.27	-1	-15	1539	-1	0.9	2	8	-19	6
COc1ccc(C(=O)N/N=C(\C)CC(=O)N2CCN(C=O)CC2)cc1	-0.8	0.31	8	-17	1575	-6	-0.1	-1	-2	12	0
CCc1nc2ccccc2c(C(=O)OCc2nnc(-c3ccccc3)o2)c1C	0.1	-0.76	8	.	1602	6	3.6	-3	3	-1	9
O=C1NC2(Nc3ccccc31)C(=O)Nc1ccc(Br)cc12 (stereo not drawn)	-1.6	0.54	1	2	1529	-2	0.8	1	2	6	3
CCCCCCc1nc2ccccc2c(=O)n1NC(=O)c1c(O)c2cccc3c2n(c1=O)CCC3	0.1	0.23	-2	.	1450	4	0.4	-6	-2	2	-3
Cc1nc(CC(C)C)cc(C(=O)N2CCCC(CNS(=O)(=O)c3cccs3)C2)n1 (stereo not drawn)	-1.1	0.34	7	-15	1584	-6	-0.1	1	0	-7	3
CC(=O)COc1ccccc1OC(=O)c1ccco1	-0.3	-0.018	10	.	1728	-3	1.9	-3	7	10	8
COc1ccccc1C(=O)NCc1ccncc1	0.7	0.53	-6	17	1545	-5	1.5	-1	2	2	-3
COc1cc(C2C(C(C)=O)=C(O)C(=O)N2CCN2CCOCC2)ccc1O (stereo not drawn)	0.3	0.033	2	.	1448	-1	-0.9	-5	7	9	-4
Cn1c(=O)c(C(=O)CSc2ccccc2)c(N)n(Cc2ccccc2)c1=O	0.3	0.92	6	-4	1532	-5	4.6	14*	8	18	4
COCCCNC(=O)C(=O)NCCCOC(C)C	-0.9	.	-2	.	1692	-6	0.1	0	7	4	10
CCOC(=O)N1CCN(C(=O)C2CCN(S(=O)(=O)c3c(C)cc(C)cc3C)CC2)CC1	0.0	-0.8	2	.	1451	1	0.0	-5	-3	-6	8
Cc1ccc(C(=O)NCCOc2cccc(C)c2)cc1	0.5	-0.0032	7	3	1565	0	0.9	-2	1	1	0
COc1ccc(C(CNC(=O)Cc2cc(OC)c(OC)c(OC)c2)N2CCCC2)cc1 (stereo not drawn)	-0.3	-0.14	-1	.	1400	0	.	.	-2	-2	10
Cc1cc2cc(C(c3nnnn3Cc3ccco3)N3CCCCC3)c(=O)[nH]c2cc1C (stereo not drawn)	0.5	-1.6	4	.	1525	9	1.8	-6	3	6	-5
Cc1nnc(SCc2ccc(C(=O)c3ccc(Cl)cc3)o2)n1-c1ccccc1	2.4	-1.3	-5	-16	1407	99*	1.2	6	-10	8	-14
Cc1ccc(-n2ncc(C#N)c2/N=C/N(C)C)cc1	-0.4	-0.25	2	-12	1694	-3	2.6	-7	0	-5	12
O=C(NN1C(=O)c2ccccc2C1=O)c1ccccc1[N+](=O)[O-]	-0.3	0.083	2	-3	1458	0	0.4	3	8	-26	5
CCOC(=O)C1C(C)N=C2SCC(=O)N2C1c1cccc(Br)c1 (stereo not drawn)	-0.8	.	13	-9	1757	-4	0.5	-2	7	5	4
CCCCN1C=C(C(=O)OC)C(c2ccccc2Cl)C(C(=O)OC)=C1	-2.0	0.2	8	0	1681	1	1.8	2	-1	-7	4
CN(C)c1ccc(CNC(=O)CN(C)S(=O)(=O)c2cccc3cccnc23)cc1	-1.3	.	5	-4	1585	-3	0.8	-9	6	5	10
Next part
SMILES	Redox H2O2 prof	ROMK mod	PPARg SRC-2 ag	S1P3 antagonist	TR-FRET SRC-2 ct	Lmaj promast	RAM inhibit	Efa HMGR inh	PPARg SRC-1 ag	bIAP inh	PPARg SRC3 recr
Cc1c(NC(=O)C2CCN(S(=O)(=O)c3ccccc3)CC2)c(=O)n(-c2ccccc2)n1C	-3.1	.	5	1	1606	-2	0.2	1	10	11	-1
O=C(NCC(c1cccnc1)N1CCOCC1)Nc1ccccc1 (stereo not drawn)	-0.1	-0.73	1	-18	1534	-5	-0.7	0	2	-3	-4
COc1ccc(Cc2nnc(NS(=O)(=O)c3ccccc3)s2)cc1	-0.3	-0.024	-8	-2	1660	-11	1.2	0	4	-8	0
CC1CN(Cc2nc3c(c(=O)[nH]c(=O)n3C)n2CCN2CCOCC2)CC(C)O1 (stereo not drawn)	1.8	-0.034	-1	-15	1582	-7	1.2	-7	4	0	-7
COc1cccc(N2CC(C(=O)Nc3nnc(SCc4ccccn4)s3)CC2=O)c1 (stereo not drawn)	0.3	.	2	-3	1465	-7	3.7	-2	2	12	6
O=C(NC1CCCC1)C(c1cccs1)N(C(=O)c1ccco1)c1ccc2c(c1)OCCO2 (stereo not drawn)	3.1	-0.77	1	-10	1492	-2	0.3	-1	-3	5	3
COc1cc(OC)c2c(=O)c(OC)c(-c3ccc(OC)c(OC)c3)oc2c1	1.3	.	11	-18	1637	5	1.7	-4	15	0	1
FC(F)(F)c1ccc(-c2noc(CN3CCCN(C4CCCCC4)CC3)n2)cc1	-0.2	-1.9	14	-14	1694	84*	2.6	-2	7	9	2
COC(=O)C1=C(NC(=O)c2cccs2)CCS1	1.9	.	4	-46	1746	-5	1.6	-4	7	6	20
COc1ccc(C2CC(=O)c3cnc(NC(=O)c4ccccc4)nc3C2)cc1OC (stereo not drawn)	-1.4	.	-2	-14	1749	-1	4.6	2	2	-5	7
Cc1ccc(-c2csc(N(CC3CCCO3)C(=O)c3ccco3)n2)cc1 (stereo not drawn)	0.0	-0.12	-1	-8	1682	76*	13*	5	12	4	-2

Compounds were not picked by outcome; about 13% have a hit in one of these screens.
